TMEM16A inh = TMEM16A chloride channel inhibitors, primary screen, cell-based, HTS | Anoctamin-1 (Mus musculus), Q8BHY3 | HEK293 TMEM16A/YFP iodide influx fluorescence, ionomycin | normalized B-score (activity score, 25-100; higher = stronger inhibition) at 10 µM | hit rate 1.2% among 310,000 | AID 588511, 2011;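 active means ratio plate-corrected score three or more library SD toward inhibition, starting fluorescence score within five deviations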;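 further: score derived from kinetic fluorescence span divided by baseline fluorescence per well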
RGS4 inh = RGS4 inhibitors, primary screen, cell-based, HEK293 M3R inducible RGS4, calcium flux. Regulator of G-protein signaling 4 (Homo sapiens), P49798. Fluo-4 calcium flux; hits give high values; triggered by carbachol at its EC20. AID 463165, 2010. B-score at 10 µM. hit rate 0.45% among 310,000;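 active means B-score, a plate-corrected calcium signal, over three deviations above library mean, with baseline fluorescence within five deviations of library mean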;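 further: RGS4 expression induced by doxycycline in cells with stable M3 receptor; B-score is computed from the integrated fluorescence ratio over baseline after carbachol; higher B-score means a larger calcium signal and so more RGS4 inhibition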
Target sequence (P49798 whole entry, looked up): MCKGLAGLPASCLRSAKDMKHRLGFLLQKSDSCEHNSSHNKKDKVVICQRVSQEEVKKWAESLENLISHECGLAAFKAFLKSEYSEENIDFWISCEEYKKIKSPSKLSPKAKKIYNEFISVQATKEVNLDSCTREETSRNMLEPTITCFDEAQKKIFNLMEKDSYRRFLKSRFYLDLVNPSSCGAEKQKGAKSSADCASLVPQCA
TRPC6 activator = mouse TRPC6 channel activators, primary screen, cell-based, HEK293, membrane potential dye; B-score at 10 µM; hit rate 0.13% among 310,000; HEK293-TRPC6 membrane potential dye fluorescence; hits give high values; Short transient receptor potential channel 6 (Mus musculus), Q61143;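 active means B-score of the integrated fluorescence ratio above library mean plus 3 SD, and starting fluorescence ratio within library mean plus 5 SD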;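 further: higher score means more depolarization so channel activation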
MrgX1 antagonist = antagonists of human MrgX1 receptor, primary screen, HEK293 cells, Fluo-4 calcium flux | BAM8-22 antagonism; hits give low values | B-score at 10 µM | hit rate 1.3% among 310,000;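 active means calcium-response B-score plate-corrected more than 3 library SD below zero, starting fluorescence within 5 deviations, no agonist response on first addition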;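 further: peak minus trough fluorescence over baseline after final BAM8-22 challenge near maximal dose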
Target sequence (Q96LB2 whole entry, looked up): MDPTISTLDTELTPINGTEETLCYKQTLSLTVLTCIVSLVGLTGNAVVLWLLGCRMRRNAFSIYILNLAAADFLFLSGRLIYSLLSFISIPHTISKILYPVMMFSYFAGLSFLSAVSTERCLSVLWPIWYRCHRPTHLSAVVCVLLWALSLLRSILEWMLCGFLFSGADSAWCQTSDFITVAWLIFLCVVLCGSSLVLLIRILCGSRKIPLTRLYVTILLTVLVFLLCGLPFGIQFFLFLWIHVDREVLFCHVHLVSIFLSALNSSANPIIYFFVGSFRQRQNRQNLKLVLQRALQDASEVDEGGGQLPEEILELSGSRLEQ
ANO1 activ = TMEM16A chloride channel activators or potentiators, primary screen, cell-based, HTS. HEK293 TMEM16A/YFP-H148Q/I152L, iodide quench fluorescence; hits give low values. B-score at 10 µM. hit rate 0.3% among 340,000. AID 623877, 2012;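 active means fluorescence-ratio B-score plate-corrected deviation score at least 3 library SD below zero, with starting fluorescence score within 5 deviations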;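 further: channel opened by trigger with iodide after compound preincubation; score built on the fluorescence ratio of max minus min over baseline; more negative score means more quench and so TMEM16A activation or potentiation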
TRPC6 inh = mouse TRPC6 channel inhibitors, primary screen, cell-based, HEK293, membrane potential dye | ACh-evoked depolarization; hits give low values | B-score at 10 µM | hit rate 1.1% among 310,000 | Short transient receptor potential channel 6 (Mus musculus), Q61143;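 active means B-score under library mean minus 3 SD, initial fluorescence not abnormally high, positive integrated signal ratio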;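 further: B-score derived from integrated fluorescence ratio over the kinetic read; more negative B-score means stronger inhibition of depolarization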
MrgX1 ag = agonists of human MrgX1 receptor, primary screen, HEK293 cells, Fluo-4 calcium flux; B-score at 10 µM; Mas-related G-protein coupled receptor member X1 (Homo sapiens), Q96LB2; hit rate 0.44% among 310,000; AID 588627, 2011; Fluo-4 calcium fluorescence, agonist mode; hits give high values;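 active means calcium response B-score plate-corrected fluorescence ratio at least 3 library SD, with starting fluorescence B-score inside 5 SD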
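Material: MrgX1-expressing HEK293 cells / Dosing: compound as first of three additions / Incubation: overnight seeding, then 1 h dark dye loading / Signal: Fluo-4 NW calcium fluorescence / Evaluation: B-scored fluorescence response ratio / Benchmarks: positive and negative control wells on each plate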
MrgX1 allo act = positive allosteric modulators of MrgX1, primary screen, HEK293 cells, Fluo-4 calcium flux. B-score at 10 µM. AID 588675, 2011. FDSS; hits give high values. Mas-related G-protein coupled receptor member X1 (Homo sapiens), Q96LB2. hit rate 0.63% among 310,000;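 active means plate-corrected calcium response at least 3 library SD above typical, normal starting fluorescence, not activating the receptor alone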;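 further: compound read alongside a low EC10 to EC30 dose of BAM8-22 agonist; peak minus trough fluorescence over baseline measured at the second addition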
RGS4 pot = RGS4 potentiators or activators, primary screen, cell-based, HEK293 M3R inducible RGS4, calcium flux | B-score at 10 µM | hit rate 0.92% among 310,000 | carbachol calcium flux Fluo4; hits give low values;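 active means B-score of the integrated calcium signal more than 4 SD below the library mean, with starting fluorescence not abnormally high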;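 further: negative B-score means reduced calcium response which marks RGS4 activation or potentiation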
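Material: Inducible-RGS4 HEK293 cells carrying M3 receptor; also added: carbachol at ECmax as muscarinic agonist stimulus; incubation: compound preincubation 20 min at room temperature before agonist; signal: Fluo4-AM (2 µM) calcium-flux fluorescence, kinetic read; measure: integrated calcium ratio converted to B score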
HDAC3 inh = HDAC3 deacetylase inhibitors, primary screen, biochemical, fluorescence, cell-free homogeneous | inhibition, % at 8.3 µM | Histone deacetylase 3 (Homo sapiens), O15379 | recombinant HDAC3, fluorogenic peptide/trypsin coupled | AID 2718, 2010 | hit rate 0.15% among 320,000; in the data active means inhibition above about 26%, passing the limit was not always enough; inconclusive means no clear call, values can overlap the other calls
Target sequence (O15379 whole entry, looked up): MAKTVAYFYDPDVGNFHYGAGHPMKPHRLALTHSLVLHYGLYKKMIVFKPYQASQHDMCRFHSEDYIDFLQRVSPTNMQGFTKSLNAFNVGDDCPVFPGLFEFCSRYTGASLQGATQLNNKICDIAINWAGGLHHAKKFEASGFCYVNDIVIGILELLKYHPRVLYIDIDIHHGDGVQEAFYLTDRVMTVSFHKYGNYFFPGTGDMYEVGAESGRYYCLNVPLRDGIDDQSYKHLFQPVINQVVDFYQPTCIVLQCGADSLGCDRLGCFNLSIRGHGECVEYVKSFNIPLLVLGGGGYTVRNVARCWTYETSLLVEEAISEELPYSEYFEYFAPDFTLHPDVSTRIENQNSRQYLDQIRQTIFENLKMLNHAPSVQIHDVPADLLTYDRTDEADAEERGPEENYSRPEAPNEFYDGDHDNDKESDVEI
SKKanGAS inh = S. pyogenes SKKanGAS growth inhibitors in kanamycin, primary screen, streptokinase expression inhibitor project, SKKanGAS strain, BacTiter-Glo luminescence; 6 h; hit rate 1.3% among 300,000; inhibition, % at 7.5 µM;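 active means mean replicate score, as percent of positive control median, at least 50; inconclusive means mean below 50 but one replicate at or above 50; inactive means mean and every replicate below 50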;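 further: strain carries kanamycin resistance gene driven by streptokinase promoter and grows in 40 µg/ml kanamycin; loss of luminescence reflects streptokinase promoter inhibition or plain growth inhibition; 0% = median of DMSO wells and 100% = positive control at its reference dose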
Numbers without * were called inactive; i = inactive; ? = inconclusive; / = no result given.

SMILES	TMEM16A inh	RGS4 inh	TRPC6 activator	MrgX1 antagonist	ANO1 activ	TRPC6 inh	MrgX1 ag	MrgX1 allo act	RGS4 pot	HDAC3 inh	SKKanGAS inh
O=C(O)C1CCCN1S(=O)(=O)c1ccccc1 (stereo unspecified)	i	i	i	i	i	i	i	i	i	-2.2	-1.9
CCOC(=O)C1(Cc2ccccc2)CCN(Cc2ccc(C3CCCCO3)s2)CC1 (stereo unspecified)	i	i	i	i	i	i	i	i	i	7.2	-19.7
COc1cccc(/C=N/NC(=O)c2cc3c(OC)c(OC)ccc3[nH]2)c1OC	/	i	i	/	i	i	/	/	i	/	-0.4
Cc1cc(C)n(-c2ccc(C(=O)NCc3ccc(F)cc3)cc2)n1	i	i	i	i	i	i	i	i	i	-0.7	-1.5
CCCOP(=O)(c1ccc(N(C)C)cc1)C(O)c1cccnc1 (stereo unspecified)	i	i	i	i	i	i	i	i	i	-2.1	-1.2
O=C(O)CCNS(=O)(=O)c1ccccc1	i	i	i	i	i	i	i	i	i	2.2	-15.8
N/C(Cc1ccc(Cl)cc1)=N\OC(=O)Cc1ccc([N+](=O)[O-])cc1	i	i	i	i	i	i	i	i	i	7.7	1.5
CNC(=O)CSc1nc(-c2ccccc2)c(-c2ccccc2)o1	i	i	i	i	i	i	i	i	i	1.0	-8.0
COc1cccc(/C=N/NC(=O)C(C)Sc2ccccc2)c1 (stereo unspecified)	i	i	i	i	i	i	i	i	i	-4.3	-1.8
COC(=O)C1=C(C)Nc2nnnn2C1c1cc(OC)ccc1OC (stereo unspecified)	i	i	i	i	i	i	i	i	i	11.0	0.5
CCCN(CCC)C(=O)CP(=O)(c1ccccc1)c1ccccc1	i	i	i	i	i	i	i	i	i	-2.2	-5.6
COc1cc(C(=O)N/N=C(\C)c2ccccn2)cc(OC)c1OC	i	i	i	i	i	i	i	i	i	-5.0	-7.5
CN(C)C(C(=O)Nc1cc(Cl)cc(Cl)c1)c1ccccc1 (stereo unspecified)	i	i	i	i	i	i	i	i	i	2.8	-8.5
COc1cc(C=C2C(=O)c3ccccc3C2=O)ccc1O	i	i	i	i	i	i	i	i	i	3.1	-7.3
CC(C)(C)OC(=O)N[C@@H](COCc1ccccc1)C(=O)N[C@@H](CO)[C@H](O)[C@@H]1C[C@@H]1C(=O)N1CCCC1	i	i	i	i	i	i	i	i	i	0.0	1.5
CCOC(=O)c1sc(NC(=O)c2sccc2C)cc1C	i	i	i	i	i	i	i	i	i	-1.6	3.3
COc1cccc(COCC(O)CN2CCC(C(N)=O)CC2)c1 (stereo unspecified)	i	i	i	i	i	i	i	i	i	5.6	-0.3
COc1ccccc1N1C(=O)CSC1=NC(=O)c1ccccc1	i	i	i	i	i	i	i	i	i	-4.2	2.8
Cc1ccc(N(C(=O)CNC(=O)c2cccs2)C(C(=O)NC2CCCC2)c2ccncc2)cc1 (stereo unspecified)	i	i	i	i	i	i	i	i	i	-9.2	2.7
CCN1CCN(Cc2coc3ccc(C)cc3c2=O)CC1	i	i	i	i	i	i	i	i	i	0.4	6.0
Cc1nc2cccc(C(=O)Oc3ccc([N+](=O)[O-])cc3)c2o1	i	i	i	i	i	i	i	i	i	5.5	-12.0
CCOC(=O)C1=C(C)NC(C)=C(C(=O)OCC)C1/C=C/c1ccccc1OC	i	i	i	i	i	i	i	i	i	11.0	2.8
CCc1nnc(NC(=O)Cc2ccc(OC)c(OC)c2)s1	i	i	i	i	i	i	i	i	i	1.0	-0.1
CSc1ncccc1C(=O)OCC(=O)c1cc(C)n(CC2CCCO2)c1C (stereo unspecified)	i	i	i	i	i	i	i	i	i	-2.2	-3.0
CO/N=C(\c1nonc1N)N1CCN(c2ccc([N+](=O)[O-])cc2Cl)CC1	i	i	i	i	i	i	i	i	i	0.0	1.3
COCCSc1nnc(NC(=O)C2CC(=O)N(CCc3ccc(F)cc3)C2)s1 (stereo unspecified)	i	i	i	i	i	i	i	i	i	-4.2	-0.1
CC1(C)Oc2ccc3ccc(=O)oc3c2-c2cn[nH]c21	i	i	i	i	i	i	i	i	i	4.9	-2.7
CCN(CC)c1ccc(N=Nc2ncn[nH]2)cc1	i	i	i	i	i	i	i	i	i	-9.8	-3.9
CC(NC(=O)Cn1cc([N+](=O)[O-])cn1)c1ccc(C(C)(C)C)cc1 (stereo unspecified)	i	i	i	i	i	i	i	i	i	-0.6	0.1
COc1ccc(-c2oc(NC(=O)CCl)c(C#N)c2-c2ccc(OC)cc2)cc1	100*	11.1*	i	i	i	i	i	i	i	9.1	?
C/C(=N\NC(=O)c1ccoc1C)c1ccccc1O	i	i	i	i	i	i	i	i	i	4.7	4.9
CCOc1ccc(-c2nc(N)ncc2Oc2ccc(OC)cc2)c(O)c1	i	i	i	i	i	i	i	i	i	1.4	8.7
Cc1ccc(NC(=O)C(C)Sc2n[nH]c(CNc3ccccc3)n2)cc1 (stereo unspecified)	i	i	i	i	i	i	i	i	i	4.0	-1.8
N#CC(c1ccc(O)cc1)N1CCOCC1 (stereo unspecified)	i	i	i	i	i	i	i	i	i	-3.6	-0.1
Nc1nc(SCCO)[nH]c(=O)c1NC(=O)c1ccccc1F	i	i	i	i	i	i	i	i	i	5.5	7.3
O=C(CSc1nnnn1C1CCCCC1)NCc1ccccc1	i	i	i	i	i	i	i	i	i	3.4	-5.1
O=C(Cc1ccc(NC2=NC3CS(=O)(=O)CC3S2)cc1)NCc1ccc(Cl)cc1 (stereo unspecified)	i	i	i	i	i	i	i	i	i	-0.5	-1.3
CCOc1ccc(NC(=O)C2CCN(S(=O)(=O)CC)CC2)cc1	i	i	i	i	i	i	i	i	i	2.5	3.2
Cc1ccc(C(=O)CCC(=O)NCc2ccccc2)cc1	i	i	i	i	i	i	i	i	i	-4.9	-0.7
C=C(C)c1cccc(C(C)(C)NC(=O)N2CCOCC2)c1	i	i	i	i	i	i	i	i	i	-2.0	-4.7
Cc1ccc(N2C(=O)C3CCC(C)(C2=O)C3(C)C)cc1C (stereo unspecified)	i	i	i	i	i	i	i	i	i	-3.0	12.1
Cc1ccc(/C=C(\NC(=O)c2ccccc2)C(=O)NCC2CCCO2)o1 (stereo unspecified)	i	i	i	i	i	i	i	i	i	0.6	5.9
C#CCSc1ncc(S(=O)(=O)c2ccccc2)c(=O)[nH]1	i	i	i	i	i	i	i	i	i	-0.9	-3.0
Cc1ccccc1C(=O)O/N=C1\CCS(=O)(=O)c2sccc21	i	i	i	i	i	i	i	i	i	-5.1	-5.0
O=C(N/N=C/c1ccc([N+](=O)[O-])o1)c1ccccc1NS(=O)(=O)c1cccs1	i	i	i	i	i	i	i	i	i	4.9	16.1
COc1ccc(Cc2nnc(NC(=O)C(C)(C)C)s2)cc1	i	i	i	i	i	i	i	i	i	-5.0	3.0
CCCCCc1ccc(OCCCC[n+]2ccccc2)c(CCCCC)c1	i	i	i	i	i	i	i	i	-7.75*	11.8	?
COC(=O)C1CCN(C(=O)NC2CCCCC2)CC1	i	i	i	i	i	i	i	i	i	-0.7	2.0
Cc1ccc(NC(=O)COC(=O)c2cc(Cl)ccc2[N+](=O)[O-])cc1	i	i	i	i	i	i	i	i	i	0.0	7.3
O=C(O)c1ccccc1C(=O)c1ccc(Oc2ccccc2)cc1	i	i	i	i	i	i	i	i	i	3.1	-7.5
CCS(=O)(=O)N1Cc2ccccc2CC1C(=O)N1CCN(c2ccccc2)CC1 (stereo unspecified)	i	i	i	i	i	i	i	i	i	5.3	5.1
Cc1nc2sc3c(O)cc(=O)[nH]c3c2c(C)c1C	i	i	i	i	i	i	i	i	i	-6.5	2.2
CC(C)OCCCn1c(=S)[nH]c2ncccc2c1=O	i	i	i	i	i	i	i	i	i	3.4	-1.3
O=C(Nc1nnc(SCc2ccc(Cl)cc2)s1)c1cnccn1	i	i	i	i	i	i	i	i	i	6.9	22.0
CCOC(=O)NC(NC(=O)OCC)C(=O)c1ccc(F)cc1	i	i	i	-5.13*	i	i	i	i	i	4.8	1.1
Cc1ccc(S(=O)(=O)N2CCN(C(=O)CCC(=O)NCc3ccc(F)cc3)CC2)cc1	i	i	i	i	i	i	i	i	i	2.6	4.7
Cc1csc2nc(CSc3nncn3-c3ccccc3)c(Br)n12	i	i	i	i	i	i	i	i	i	4.3	-3.8
CCC1CCc2c(sc(NC(=O)CSc3nc(-c4ccco4)cc(C(F)(F)F)n3)c2C#N)C1 (stereo unspecified)	i	i	i	i	i	i	i	i	i	0.0	-16.6
COCCCNC(=S)NC(=O)c1ccccc1	i	i	i	i	i	i	i	i	i	-9.7	0.5
CCOc1cc(S(=O)(=O)NCc2ccccn2)c(C)cc1C	100*	i	i	i	/	i	i	i	i	2.6	2.2
Carrying on.
SMILES	TMEM16A inh	RGS4 inh	TRPC6 activator	MrgX1 antagonist	ANO1 activ	TRPC6 inh	MrgX1 ag	MrgX1 allo act	RGS4 pot	HDAC3 inh	SKKanGAS inh
COc1ccc(NC(=O)N2c3ccccc3C(C)=CC2(C)C)cc1	i	i	i	i	i	i	i	i	i	-0.7	0.5
O=C(O)CCC(=O)N1CCc2c([nH]c3ccccc23)C1C(F)(F)F (stereo unspecified)	i	i	i	i	i	i	i	i	i	-7.4	3.4
CCCCNC(=O)C1CCN(c2nc(OC)nc(OC)n2)CC1	i	i	i	i	i	i	i	i	i	2.6	-16.0
COc1cc(C(=O)NCCCNc2nc3cc(C)cc(C)c3cc2C#N)cc(OC)c1OC	i	i	i	i	i	i	i	i	i	-1.6	10.7
N#C/C(=C/c1cc(Cl)c(O)c(Cl)c1)C(=O)N1CCCCC1	i	i	i	i	i	i	i	i	i	?	16.7
NS(=O)(=O)c1ccc(CNC(=O)c2scc3c2CCCC3)cc1	i	i	i	i	i	i	i	i	i	-20.0	1.6
O=C(COC(=O)c1cccc(Cl)c1)Nc1cc(Cl)ccc1Oc1ccccc1	i	i	i	i	i	i	i	i	i	2.4	14.0

Bioassay records deposited in PubChem by several laboratories.
